Keap1-Nrf2 PPI: disrupts human Keap1 binding to Nrf2 peptide; inhibition, % at 9.4 µM; Keap1 Kelch-Nrf2 peptide fluorescence polarization, 1536-well; 340,000 compounds, 0.15% hits; Q14145; in the data active = inhibition above about 12%;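 note: human Keap1 Kelch domain with fluorescein labeled Nrf2 9mer peptide probe; 0% = neutral control wells and 100% = peptide positive control; higher means more block of Keap1 binding to Nrf2 peptide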
PfHsp90 yeast 2: inhibits growth of yeast expressing Plasmodium falciparum Hsp90 | 310,000 compounds, 0.32% hits | S. cerevisiae expressing PfHsp90, BacTiter-Glo ATP, 48 h; yeast lacking PDR1 and PDR3 efflux regulators | inhibition, % at 9.4 µM | AID 504621;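 active = every replicate shows inhibition above about 80%, whatever the replicate mean, limit read from the data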;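 note: 0% = DMSO neutral controls and 100% = 20 µM radicicol positive controls; yeast relying on Plasmodium falciparum Hsp90 in place of its own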
NSD2 inh: inhibitors of human histone methyltransferase NSD2; O96028; NSD2 peptide methylation, AlphaScreen, 120 min; inhibition, % at 12.5 µM; 310,000 compounds, 0.54% hits; in the data active = inhibition above about 50%
SUMO Mot1 rescue: SUMOylation pathway inhibition by Mot1-301 growth rescue | S. cerevisiae Mot1-301 growth rescue, ATP luminescence, 38.5C; percent above DMSO median, 100 means doubled | growth rescue, % at 18.8 µM | 320,000 compounds, 1% hits;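 active = every valid replicate shows activation above 250% relative to neutral control wells; inactive = the rest, any valid replicate at or below 250%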;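 note: OY570 slx delta 5 strain wells were the positive control but not used for scaling; some compounds called inactive have numbers as strong as hits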
LANA DNA inh: KSHV C-LANA DNA binding inhibition. MBP-C-LANA/FAM-LBS DNA binding, fluorescence polarization. inhibition, % at 9 µM. 340,000 compounds, 0.078% hits;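 active = highest replicate inhibition at or above 60% at 9 µM, even if other replicates fall short; inactive = all replicates below 60% inhibition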;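 note: 0% = neutral control wells and 100% = 4 µM acridine orange control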
PvdQ acylase: P. aeruginosa PvdQ acylase inhibition. 340,000 compounds, 0.063% hits. inhibition, % at 10 µM. purified PvdQ acylase, fluorescence plate reader; in the data active = inhibition above about 30%, passing the limit was not always enough;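 note: 0% = vehicle neutral wells and 100% = reference inhibitor wells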
dFosB act: activators of mouse delta FosB homodimer. P13346. purified delta FosB, TAMRA-CDK5 oligo fluorescence polarization; percent of positive-control signal above neutral wells. activation, % at 25 µM. 340,000 compounds, 0.99% hits;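 active = mean activation above about 17%, with every replicate also reaching it, limit read from the data, passing the limit was not always enough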;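 note: fluorescence polarization rise as delta FosB binds a TAMRA Cdk5 AP-1 oligo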
CDK5 inh: inhibitors of human CDK5/p35 kinase; Recombinant CDK5/p35, ADP-Glo luminescence, 60 min; 330,000 compounds, 0.01% hits; Q00535+Q15078; inhibition, % at 10 µM;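 active = highest replicate inhibition of at least 50% and at least 75% of replicates reaching 50%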;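 note: plate controls were DMSO neutral control for no effect and GW8510 at 10 µM for full effect; many of its hits are not listed in these tables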
Target sequence (Q00535 whole entry, looked up): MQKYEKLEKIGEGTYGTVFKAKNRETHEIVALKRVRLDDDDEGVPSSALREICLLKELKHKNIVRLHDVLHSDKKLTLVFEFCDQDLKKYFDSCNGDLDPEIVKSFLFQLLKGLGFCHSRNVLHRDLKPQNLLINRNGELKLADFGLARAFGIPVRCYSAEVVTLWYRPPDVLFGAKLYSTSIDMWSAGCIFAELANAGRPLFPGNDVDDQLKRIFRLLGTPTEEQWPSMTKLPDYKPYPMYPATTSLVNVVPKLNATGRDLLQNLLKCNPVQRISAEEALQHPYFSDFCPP
Target sequence (Q15078 whole entry, looked up): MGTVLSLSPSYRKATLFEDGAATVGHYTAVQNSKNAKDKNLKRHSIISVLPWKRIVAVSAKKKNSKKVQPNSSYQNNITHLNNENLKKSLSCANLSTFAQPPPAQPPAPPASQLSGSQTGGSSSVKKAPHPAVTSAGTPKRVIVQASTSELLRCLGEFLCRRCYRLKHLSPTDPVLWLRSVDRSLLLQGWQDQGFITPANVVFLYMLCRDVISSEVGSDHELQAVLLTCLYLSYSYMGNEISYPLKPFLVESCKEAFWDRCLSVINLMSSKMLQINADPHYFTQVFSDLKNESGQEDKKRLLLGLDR
Rtt109 HAT inh: C. albicans Rtt109 histone acetyltransferase inhibition. inhibition, % at 34.9 µM. purified Rtt109/Vps75, ThioGlo CoA-SH fluorescence, 4 h. Q5AAJ8. 330,000 compounds, 0.16% hits. AID 540336;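 active = inhibition of at least 50% in every replicate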
Target sequence (Q5AAJ8 whole entry, looked up): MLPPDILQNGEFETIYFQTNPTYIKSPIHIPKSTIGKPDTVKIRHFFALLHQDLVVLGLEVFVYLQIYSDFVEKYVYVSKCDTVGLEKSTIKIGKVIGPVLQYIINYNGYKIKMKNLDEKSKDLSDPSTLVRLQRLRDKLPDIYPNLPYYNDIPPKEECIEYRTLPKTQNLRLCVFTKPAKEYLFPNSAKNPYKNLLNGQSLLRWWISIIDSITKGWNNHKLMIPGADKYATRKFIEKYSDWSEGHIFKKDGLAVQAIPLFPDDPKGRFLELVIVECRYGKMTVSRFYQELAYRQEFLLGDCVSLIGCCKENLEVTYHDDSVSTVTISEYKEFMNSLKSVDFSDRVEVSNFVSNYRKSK
RTF Ca sens inh: cardiac RTF calcium desensitization; IANBD-labeled cardiac RTF, Ca2+ fluorescence; inhibition, % at 7.15 µM; 340,000 compounds, 0.12% hits;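 active = inhibition above the mean inhibition of all tested compounds plus 3 SD, cut at about 17% in these data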;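 note: assay run at fixed EC70 calcium of 1.6 mM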
RTF Ca sens act: increases calcium sensitivity of human cardiac regulated thin filaments. P19429+P45379. IANBD-labeled TnC RTF fluorescence at EC20 calcium; 0% EC20 calcium, 100% full calcium. activation, % at 7.2 µM. 340,000 compounds, 0.24% hits;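 active = activation above the mean over all tested compounds plus 3 SD, cut at about 30% in these data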;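 note: rise in fluorescence read as greater calcium sensitivity of cardiac thin filaments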
Active calls of the source: *; / = not tested or not shown.

smiles,Keap1-Nrf2 PPI,PfHsp90 yeast 2,NSD2 inh,SUMO Mot1 rescue,LANA DNA inh,PvdQ acylase,dFosB act,CDK5 inh,Rtt109 HAT inh,RTF Ca sens inh,RTF Ca sens act
COc1ccc(CCNC(=O)c2ccc3c(c2)N(Cc2ccccc2)CCS3)cc1OC,1,-2,1,-16,0.5,-15,1,/,-5,-3,-2
CCOC(=O)CNC(=O)CSc1ncnc2c1cnn2-c1ccc(Cl)cc1,-6,12,-1,2,-0.5,12,6,0.8,5,0,2
CCCn1c(CCC(=O)O)nc2cc(S(=O)(=O)N(CC)CC)ccc21,-1,-24,/,-23,1.0,-20,1,0.3,-11,-16,1
COC(=O)c1cc(=O)c2ccc(OC)cc2o1,-4,3,0,80,0.0,3,-4,-3.8,-3,-5,1
COCCN(C(=O)/C=C/c1ccccc1)c1nnc(-c2cccnc2)s1,-1,-1,-3,-19,-3.3,10,-8,3.5,26,-3,5
O=S(=O)(NC1CCCCC1)c1cccc2nsnc12,3,2,0,-16,0.8,7,4,-1.4,22,-15,8
Cn1nc(-c2ccc(Cl)cc2)c2cc(C(=O)N3CCCC3)sc21,-2,-62,/,-15,0.7,-9,-57,-2.4,-6,-5,4
O=C(COc1ccc([N+](=O)[O-])cc1)Nc1ccc(C(=O)Nc2ccccc2C(=O)O)cc1,0,-3,1,7,1.7,8,3,-2.2,3,-2,2
Cc1ccc2nc(-c3ccc(NC(=O)CSc4ccccc4)cc3)[nH]c2c1,-4,4,-1,-2,-1.8,-9,25*,1.2,8,-1,-28
O=C(Cn1cnc2scc(-c3ccc(F)cc3)c2c1=O)NCC(c1ccco1)N1CCCC1 (configuration not stated),3,28,1,/,-1.3,-7,-7,0.7,1,-5,3
Cn1c(SCC(N)=O)nnc1-c1cnccn1,-3,-12,-1,0,-1.9,-6,-6,-1.9,-12,1,4
CCOCCCNC(=S)N1CCC(NC(=O)c2ccco2)CC1,-6,10,-4,-12,-0.9,-18,-2,0.2,2,-6,-4
Cc1ccc(N=Cc2nc(-c3ccco3)oc2O)cc1,2,-12,-5,50,1.2,5,-2,-1.3,37,5,3
CCOC(=O)Cn1c(=NC(=O)CSC(C)=O)sc2cc(F)ccc21,-3,-1,/,135,0.9,-12,1,-0.3,0,-11,-6
CN(CCC1CCOCC1)C(=O)c1cc(COc2c(F)cccc2F)on1,-1,15,-4,-14,-0.8,-9,-3,-0.5,-16,-6,-3
C[C@@H]1CC(=O)[C@H]2CC(CO)=CCC[C@@H]2[C@@]1(C)CC/C(=C/CO)CO,-2,-10,/,-6,-5.0,-14,3,-0.9,2,-10,-1
CCN(C(=O)/C=C/c1ccc(OC)cc1)C1CCS(=O)(=O)C1 (configuration not stated),5,/,20,389,-0.1,-4,5,-0.1,-9,-1,7
O=C(O)c1ccc(CSc2nc3ccccc3c(=O)n2-c2ccccc2)cc1,30*,0,3,-5,28,-14,-4,0.8,9,-10,4
CCCCN(C(=O)CSc1nnc(-c2ccccc2)o1)c1c(N)n(CCC)c(=O)[nH]c1=O,-6,11,1,-10,2.2,-7,-3,-0.6,3,-7,-3
COc1ccc(Cc2nnc(SC)[nH]c2=O)cc1OC,-4,-5,23,6,0.3,-12,-1,-0.1,-10,-5,-2
CC(NC(=O)c1ccccc1SCC(=O)N1CCCC1)c1ccccc1 (configuration not stated),-2,/,0,-4,1.1,-12,-3,-0.4,0,-8,3
COc1ccc(NC(=O)CSc2nccn2Cc2ccc(F)cc2)c(OC)c1,-3,9,5,22,-2.3,-7,2,-0.6,4,-6,-2
CCOc1ccc(/C=N/Nc2cc(=O)n(C)c(=O)n2C)cc1,-3,-2,21,-2,-0.8,-13,-11,-1.3,-37,-8,3
CCOc1ccc(CCNC(=O)c2ccccc2OCc2c(C)noc2C)cc1OCC,0,/,0,329,-2.1,-1,-6,1.0,11,-6,8
CCOC(=O)c1ccccc1NC(=O)COC(=O)CCC(=O)c1ccc(C)cc1,-3,29,-3,-2,0.8,-8,-15,0.3,7,-11,1
CC1Cc2ccccc2N1C(=O)Cn1nnc(-c2ccccc2NC(=O)C2CCC2)n1 (configuration not stated),-4,9,-11,-27,-1.3,8,-6,-0.5,27,-6,5
O=C(NC1CCS(=O)(=O)C1)C1CCCC1 (configuration not stated),3,/,-3,-2,-0.8,-7,2,-0.9,-5,-8,-7
COc1ccccc1Cn1c(=S)[nH]c2cc(C(=O)NCCCN3CCOCC3)ccc2c1=O,-1,25,2,204,0.0,-9,12,-1.2,3,-5,-3
Cc1ccc(NS(=O)(=O)c2c(C)[nH]c(C)c2C(=O)N2CCCC2)cc1,-4,10,-1,3,3.5,14,-7,2.3,2,-12,-3
Cc1ccc(N=C2NC(=O)CS2)c(C)c1,-7,31,0,/,-1.3,-18,1,0.3,-12,-6,2
Cc1cc(C)c(NC(=O)C2CCCCN2C)c(C)c1 (configuration not stated),-2,-20,0,1,-2.0,-8,0,0.6,4,-1,2
CC(=O)c1ccc(NC(=O)C2CCCN(S(=O)(=O)c3ccc(-n4cnnn4)cc3)C2)cc1 (configuration not stated),2,-2,-3,1,0.3,-7,9,0.8,0,6,-3
CCOC(=O)C(NC(=O)Nc1ccc(F)cc1F)(Oc1ccc(F)cc1)C(F)(F)F (configuration not stated),-6,-13,-2,3,0.1,-14,2,0.3,-4,-30,-2
Cn1c(=O)c2c(nc(N/N=C/c3ccc(OC(=O)c4ccco4)cc3)n2Cc2ccccc2)n(C)c1=O,-6,-14,-1,-20,-1.0,-17,-2,-4.7,-3,-3,-4
Cc1cc(NC(=O)CN(C)CC(=O)Nc2ccc(F)c(F)c2F)no1,0,2,-2,-20,-0.4,-12,2,-0.9,1,-5,-5
CSCC[C@H](NC(=O)c1ccco1)c1nnc2ccccn12,-2,-11,-5,8,-1.9,-17,6,-0.3,1,-4,0
C=CCn1c(CNC(=O)CCC)nc2ccccc21,-1,-17,-4,-3,-1.0,-14,0,2.1,2,-8,2
CC1=NN(C(C#N)c2ccccc2C)C(C)(C)C1 (configuration not stated),-3,10,0,-2,-0.1,-10,-6,-0.4,-2,3,-5
CNS(=O)(=O)c1cccc(C(=O)NCC(c2cccs2)N(C)C)c1 (configuration not stated),2,-12,2,-10,0.3,-6,-2,1.1,-1,1,2
O=C(Cc1ccccc1)NCCN1CCCC1,-1,11,-7,21,-0.5,-16,-6,-3.1,0,1,2

3 entries drawn at random from those above:
smiles,Keap1-Nrf2 PPI,PfHsp90 yeast 2,NSD2 inh,SUMO Mot1 rescue,LANA DNA inh,PvdQ acylase,dFosB act,CDK5 inh,Rtt109 HAT inh,RTF Ca sens inh,RTF Ca sens act
C=CCn1c(CNC(=O)CCC)nc2ccccc21,-1,-17,-4,-3,-1.0,-14,0,2.1,2,-8,2
Cc1cc(C)c(NC(=O)C2CCCCN2C)c(C)c1 (configuration not stated),-2,-20,0,1,-2.0,-8,0,0.6,4,-1,2
CCOC(=O)C(NC(=O)Nc1ccc(F)cc1F)(Oc1ccc(F)cc1)C(F)(F)F (configuration not stated),-6,-13,-2,3,0.1,-14,2,0.3,-4,-30,-2

Additional entries follow.
smiles,Keap1-Nrf2 PPI,PfHsp90 yeast 2,NSD2 inh,SUMO Mot1 rescue,LANA DNA inh,PvdQ acylase,dFosB act,CDK5 inh,Rtt109 HAT inh,RTF Ca sens inh,RTF Ca sens act
CCOC(=O)Nc1ccc2c(C)cc(=O)oc2c1,-4,13,/,-5,-0.7,1,-15,3.5,19,-5,0
COc1ccc(C(=O)N2CCN=C2SCc2cccnc2)cc1OC,-8,-2,/,-11,-1.0,3,-10,1.8,-1,-4,5
Cc1ccc2[nH]cc(CCNC(=O)C3CCCO3)c2c1 (configuration not stated),1,4,-2,9,0.2,-11,-5,-1.5,-1,-13,-2
CCCCn1nnnc1NCc1ccc(OC)c(OC)c1OC,-2,14,-1,-7,-0.5,8,-1,-0.9,10,1,3
CCC(C(=O)NCC1CCCO1)N(Cc1ccccc1)C(=O)CNS(=O)(=O)c1ccccc1 (configuration not stated),-4,11,35,23,0.5,-12,-6,-2.4,-3,-17,-2
COc1ccc(/C=C/C(O)=C2/C(=O)NC3(C)CC2c2ccccc2O3)c(OC)c1OC (configuration not stated),0,-20,0,-1,0.9,-2,0,0.1,2,-10,1
O=C(CSc1nnc(-c2cccnc2)n1Cc1ccco1)c1ccc2ccccc2c1,-15,/,1,231,-0.6,4,-3,-1.3,/,-1,4
CCn1nc(C)cc1-c1nnc(SCC(=O)Nc2ccccc2)n1CCCOC,1,0,-2,0,2.0,3,4,0.6,-8,-4,1
COc1ccc(-c2nnc(-c3ccc(N)cc3)o2)cc1,-5,/,9,15,-0.2,-12,-3,0.0,-4,-4,4
Cc1cc(NC(=O)c2cc(-c3ccccc3Cl)nc3ccccc23)no1,0,-5,0,90,0.0,-14,-10,1.3,4,-1,13
O=C(c1cc(C2CC2)nn1-c1ccccc1)N1CCN(S(=O)(=O)c2ccccc2)CC1,3,/,2,/,1.4,-6,-1,0.7,-2,-6,-3
Cc1ccc(C2c3[nH]c4ccccc4c3C[C@H]3C(=O)N(c4ccccc4C(=O)N4CCC[C@H]4C(=O)O)C(=O)N23)cc1 (some centres not stated),-2,-7,/,605*,2.1,-12,-6,-0.9,19,-5,7
O=C(O)c1ccc2c(c1)ncn2C1CCCC1,-3,-31,0,56,-0.7,-2,-4,1.0,5,4,-7

Outcome played no part in choosing rows; overall some 3.2% were active at least once.
